West Nile virus CPE – West Nile virus antiviral activity, cell-based, CPE readout (AID 1621) | West Nile virus-infected cells, CPE inhibition; higher % means a stronger effect | one-dose CPE inhibition, % at 10 µM; IC50 in µM for titrated hits | actives 0.02% (n = 290,000); in the data active = a potency from the dose series; inconclusive = CPE inhibition mostly from about 3.7% at the one dose, without a potency; inactive = the rest, 99 in 100 with CPE inhibition below about 2.2%; note: strong numbers were not always called active
Myeloid diff 2 – myeloid differentiation induction. ER-HoxA9 myeloid progenitors, lysozyme-GFP differentiation, flow cytometry. calls only at 10 µM. actives 1% (n = 360,000);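 active = normalized GFP-positive differentiation at or above the plate's own cutoff, the solvent-only control mean plus 3 SD; inconclusive = no clear call, values can overlap the other calls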;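 note: cells exposed to compound for four days before flow analysis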
T cell modulator – T cell immune modulators affecting CD8 T cell-vesicle binding. 2C CD8+ T cell-vesicle binding, flow cytometry; hits give low values. calls only at 7 µM. actives 0.068% (n = 330,000);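 active = response, share of CD8 T cells binding vesicles, and their 90th percentile fluorescence all below set limits, cut at about 80% in these data, passing the limit was not always enough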
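Material: 2C TCR transgenic mouse naive CD8+ T cells, MACS-purified. Also added: QL9-charged Drosophila Ld/ICAM-1/B7-1 vesicles. Timing: binding 1.5 h at 37 °C. Measured by: high-throughput flow cytometry with anti-B7-1 and anti-CD8 staining. Read-out: percent CD8+ FL2 mean versus row control. Controls: Unloaded micro-vesicles (low), QL9 vesicles with 0.7% DMSO (high).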
T cell modulator vesicle-bound % – also measured in T cell modulator; calls as there; double positive events, %; measured here: CD8+ vesicle-bound cell fraction;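 binding gate set so that unloaded-vesicle control wells show 10% double positive cells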
Myeloid diff 2 GFP+ MAC1+ % – also measured in Myeloid diff 2; calls as there; GFP+ MAC1+ double positive, %; measured here: differentiation confirmed by MAC1 staining
An asterisk follows results filed as active; i = inactive; ? = inconclusive; . = not tested or not shown; + = active, no number.

SMILES	West Nile virus CPE	Myeloid diff 2	Myeloid diff 2 GFP+ MAC1+ %	T cell modulator	T cell modulator vesicle-bound %
CCCCN(CCCC)CCCNC(=O)C1CC(c2cc(C(F)(F)F)cc(C(F)(F)F)c2)=NO1 (configuration not stated)	-0.4%	i	1.2	i	34.7
CC1(C)CC(=O)N(c2ccc(Cl)cc2Cl)C(=O)C1	-0.3%	i	0.9	i	20.8
CCn1c(C(=O)O)c(CC(=O)Nc2ccccc2OC)c2ccccc21	0.8%	i	0.4	i	26.6
CCOC(=O)C1=C(C)N(C)C(=O)NC1c1ccc2c(c1)OCO2 (configuration not stated)	1.8%	i	0.4	i	12.8
CCCCOc1ccc(C2=CSC3=NCCN23)cc1[N+](=O)[O-]	-1.8%	i	0.2	i	36.7
Cc1cc(=O)oc2c3c(cc(OCC(=O)NCc4ccccn4)c12)OC(C)(C)CC3	-0.3%	i	1.9	i	37.6
CCOC(=O)Nc1ccc2c(c1)N(C(=O)CN(CC)CC)c1ccccc1CC2	-1.1%	i	0.5	i	57.2
CC(=O)c1cccc(NC(=O)C2C3CCC(C3)C2C(=O)O)c1 (configuration not stated)	0.6%	i	0.4	i	60.2
Cc1cnc(C(=O)Nc2cccc(-c3nnc4n3CCCCC4)c2)cn1	0.0%	i	1.3	i	35.7
COC(=O)CN1C(=O)[C@@H]2[C@H](C1=O)[C@@H]1CC(C(=O)OC)=C[C@@H](C(=O)OC)[C@@H]3C1=C(C(=O)[C@]3(C)NC(=O)c1ccccc1)[C@@H]2C	-0.3%	i	1.3	i	34.4
COC(=O)CC1C(=O)NCCN1C(=O)c1c(F)cccc1F (configuration not stated)	-0.8%	i	0.5	i	44.9
COc1ccc(/C=N/N(C)C2=NS(=O)(=O)c3ccccc32)cc1	0.6%	i	0.4	i	21.7

Reprinted from the part before: 6 entries, then new ones.
SMILES	West Nile virus CPE	Myeloid diff 2	Myeloid diff 2 GFP+ MAC1+ %	T cell modulator	T cell modulator vesicle-bound %
CCOC(=O)Nc1ccc2c(c1)N(C(=O)CN(CC)CC)c1ccccc1CC2	-1.1%	i	0.5	i	57.2
CC(=O)c1cccc(NC(=O)C2C3CCC(C3)C2C(=O)O)c1 (configuration not stated)	0.6%	i	0.4	i	60.2
Cc1cnc(C(=O)Nc2cccc(-c3nnc4n3CCCCC4)c2)cn1	0.0%	i	1.3	i	35.7
COC(=O)CN1C(=O)[C@@H]2[C@H](C1=O)[C@@H]1CC(C(=O)OC)=C[C@@H](C(=O)OC)[C@@H]3C1=C(C(=O)[C@]3(C)NC(=O)c1ccccc1)[C@@H]2C	-0.3%	i	1.3	i	34.4
COC(=O)CC1C(=O)NCCN1C(=O)c1c(F)cccc1F (configuration not stated)	-0.8%	i	0.5	i	44.9
COc1ccc(/C=N/N(C)C2=NS(=O)(=O)c3ccccc32)cc1	0.6%	i	0.4	i	21.7
COc1cc(/C=C/C(=O)NC(=O)c2ccccc2O)ccc1OC(C)=O	0.1%	i	1.9	i	11.5
COC(=O)c1cc(-c2ccccc2)n(CCN)c1C	0.3%	i	1.0	i	15.6
O=C(O)C[C@H]1c2cc(C(F)(F)F)ccc2S(=O)(=O)N1C1CCN(Cc2ccccc2)CC1	0.1%	i	1.1	i	5.0
NC(=O)C1c2ccccc2Oc2ccccc21	0.9%	i	0.8	i	7.6
CC(C)OCCCNC(=O)CN1CCN(Cc2ccc(Cl)cc2)C1=O	-0.1%	i	0.4	i	31.0
C[C@@H](C(=O)NCCc1ccccc1F)N1C(=O)N2CCc3c([nH]c4ccccc34)[C@@]2(C)C1=O	-0.6%	i	1.8	i	58.2
CC(C)NC(=O)N1c2ccccc2Sc2ccccc21	-1.1%	i	0.6	i	28.2
CCCCN(CC)C(=O)c1cc2c(=O)n3cccc(C)c3nc2s1	-1.1%	i	0.3	i	32.5
Cc1ccc(OCCNCC(O)COc2ccccc2)cc1 (configuration not stated)	-0.5%	i	0.6	i	50.7
Cc1ccc(S(=O)(=O)Nc2ccc(N3CCOCC3)cc2)cc1C	-0.7%	i	0.3	i	25.5
O=c1c2ccccc2oc2ccc(Oc3ccccc3)cc12	0.4%	i	0.0	i	54.2
COc1cccc(-c2nc(NC3CCCC3)c3ccccc3n2)c1O	-1.4%	i	0.2	i	41.3
CCOc1ccc(Br)cc1C(=O)N/N=C/c1c[nH]c2ccccc12	-1.2%	i	0.5	i	30.2
O=C(O)C[C@H]1c2ccc(C(F)(F)F)cc2S(=O)(=O)N1Cc1ccccc1	0.3%	i	2.0	i	46.2
Cc1ccc(C(=O)N2CCc3ccccc32)cc1[N+](=O)[O-]	-1.4%	i	1.0	i	53.4
COc1ccc(C(=O)Nn2cnc3ccccc3c2=O)cc1[N+](=O)[O-]	-0.1%	i	0.2	i	42.2
O=C1C(Cl)=C(NC(=O)c2ccccc2)C(=O)C(Cl)=C1NC(=O)c1ccccc1	-0.3%	i	0.8	i	48.3
O=C(NCCOc1ccccc1)C1Nc2ccc(OC(F)(F)F)cc2C2C=CCC12 (configuration not stated)	-0.8%	i	0.9	i	30.8
C[C@H](C(=O)CC(=O)OC(C)(C)C)[C@H](O)c1ccc(C(F)(F)F)cc1	-1.2%	i	1.3	i	26.1
CC1CCCN(C(=O)Cn2nnc(-c3ccc([N+](=O)[O-])cc3)n2)C1 (configuration not stated)	-0.3%	i	0.4	i	48.1
Cc1nc(C2CCCCC2)c(-c2ccccc2)c(N2CCOC2=O)c1C	0.1%	i	3.4	i	28.5
CN(C(=O)Cc1c(C(=O)O)n(C)c2ccccc12)c1ccc(Cl)cc1	0.3%	i	0.5	i	36.9
CCOC(=O)CN1C(=O)N[C@@H](c2ccccc2)[C@@H](C(=O)OC)[C@H]1C	-0.2%	i	1.1	i	11.1
COc1cc(-c2noc(C)c2-c2ccc3[nH]ccc3c2)cc(OC)c1OC	-0.3%	?	.	i	41.8
CC(C)c1ccc(NC(=O)Cc2c(C(=O)O)n(C)c3ccccc23)cc1	-0.1%	i	0.7	i	21.1
O=C(NCc1ccccc1)N1CCN(CCO)CC1	-0.1%	i	0.4	i	69.1
COc1ccc(-c2oc3ccc(-c4cc(OC)c(OC)c(OC)c4)cc3c2-c2ccc(OC)nc2)cc1	0.2%	i	2.5	i	16.7
COc1ccccc1CN1C(=O)[C@H]2Cc3c([nH]c4ccccc34)C(C)(C)N2C1=O	-0.3%	i	0.7	i	42.1
CCCCCCCCN1[C@@H](CC(=O)OC)c2cc(F)ccc2S1(=O)=O	-0.1%	i	2.1	i	41.9
O=C(N/N=C/c1ccncc1)c1cccs1	0.7%	i	0.8	i	27.1
O=C(NCCCN1CCOCC1)c1onc(CSc2ccc(F)c(F)c2)c1C(=O)NCCCN1CCOCC1	0.5%	i	1.4	i	38.1
Cc1c(C)c2c(OCC(=O)NCC(O)c3ccccc3)cc3c(c2oc1=O)CCC(C)(C)O3 (configuration not stated)	-1.3%	i	2.7	i	0.9
OCC[C@H]1C[C@H](O)[C@@H](O)[C@@]2(CCCO2)O1	0.1%	i	2.0	i	31.0
COc1ccc(N(CC(=O)N/N=C/c2cc(OC)ccc2OC)S(=O)(=O)c2ccccc2)cc1	-0.1%	i	0.3	i	35.7
COc1ccc(Cl)cc1C(=O)N1CCN(Cc2ccc3c(c2)OCO3)CC1	-0.8%	i	0.6	i	39.8
NC(=O)c1ccccc1OCC(=O)N1CCc2ccccc2C1	-0.8%	i	0.5	i	43.8
CCOC(=O)C[C@H]1c2cc(C(F)(F)F)ccc2S(=O)(=O)N1C(C)C	0.2%	i	1.0	i	5.8
Cc1cc(NC(=O)Nc2ccccc2[N+](=O)[O-])n(C)n1	-0.7%	i	1.0	i	44.8
COc1ccc(C(=O)O)c(O)c1	0.0%	i	1.7	i	17.5
Cc1cc(=O)n2c3ccccc3n(C)c2n1	0.2%	i	0.4	i	57.8
CCCCN1CC[C@H]2C=CC[C@@H](C(=O)NCc3ccc(OC)cc3)[C@H]2C1=O	0.1%	i	0.7	i	32.4
Cc1ccc(NC(=O)c2ccc3c(c2)CCN3S(C)(=O)=O)cc1C	-2.2%	i	0.8	i	38.9
CC(C)C[C@H](NC(=O)N1CCn2c1nc1ccccc12)C(=O)N[C@H](Cc1ccccc1)C(=O)O	-0.1%	i	3.6	i	19.3
O=C(O)c1cccc(-c2ccc(/C=C3/SC(=Nc4ccccc4)N(Cc4cccnc4)C3=O)o2)c1	1.4%	i	0.2	i	36.4
COc1ccc(-n2nc(C(=O)NCC(=O)NCCN(C)C)c3ccccc3c2=O)cc1	-0.6%	i	0.5	i	25.3
CC1(C)c2[nH]c3ccccc3c2C[C@H]2C(=O)N(Cc3cccc(F)c3)C(=O)N21	0.3%	i	1.2	i	31.5
CCN(CC)Cc1c(C(=O)N/N=C/c2cccnc2)nnn1-c1nonc1N	-0.3%	i	0.8	i	32.5
COC(=O)c1c(C)[nH]c(C)c1C(=O)c1ccccc1Cc1ccccc1	0.6%	+	5.4*	i	35.9
Cc1cc(/C=C2\SC(=O)N(C)C2=O)c(C)n1-c1cccc(C(=O)O)c1	0.2%	i	0.1	i	26.8
COc1ccc(N2CCN(CC(O)COc3cc(C)cc(C)c3)CC2)cc1 (configuration not stated)	-0.8%	i	0.4	i	37.8
COc1cc2ncnc(Nc3ccc4c(c3)OCO4)c2cc1OC	0.2%	i	0.6	i	32.7
CC(NS(=O)(=O)OCC(Cl)(Cl)Cl)c1ccc(C(C)(C)C)cc1 (configuration not stated)	2.0%	i	1.5	i	8.7
CCn1c(C(=O)O)c(CC(=O)N(C)c2ccc(OC)cc2OC)c2ccccc21	0.8%	i	0.4	i	25.5
CCCNc1nc2c(c(=O)n(C)c(=O)n2C)n1CCCc1ccccc1	-1.7%	i	0.7	i	34.3
COc1cc(-c2nc(C(=O)NC3CCN(Cc4ccccc4)CC3)cc3c2[nH]c2ccccc23)cc(OC)c1OC	-0.1%	i	3.4	i	11.5
COC(=O)[C@H]1[C@@H](C)N(CCc2cc(OC)c(OC)c(OC)c2)C(=O)N[C@H]1c1ccccc1	-0.2%	i	1.6	i	18.1
COc1ccc(OC)c(/C=N/NC(=O)C(=O)N/N=C/c2cc(OC)ccc2OC)c1	0.1%	i	0.8	i	59.0
CC(C)CNC(=O)C1Nc2ccc(C(F)(F)F)cc2C2C=CCC12 (configuration not stated)	1.0%	i	1.3	i	23.9
CS(=O)(=O)N1CCCC(C(=O)Nc2ccc(F)cc2)C1 (configuration not stated)	-0.2%	i	0.8	i	70.1
Cc1oc2c(C)c3oc(=O)c(CCC(=O)NCCN4CCOCC4)c(C)c3cc2c1C	-0.1%	i	2.7	i	31.6
The list goes on.
SMILES	West Nile virus CPE	Myeloid diff 2	Myeloid diff 2 GFP+ MAC1+ %	T cell modulator	T cell modulator vesicle-bound %
CN(C)C(=O)c1cc(C(=O)c2ccc(Cl)cc2Cl)c[nH]1	-1.1%	i	0.5	i	48.1
Cc1cc(O)cc(C)c1Cl	0.1%	i	2.5	i	21.2
CCC1=CC(c2ccccc2)n2ncnc2N1 (configuration not stated)	-0.2%	i	0.6	i	13.3
CCc1c(C)nc(SCC(=O)N2CCCCC2)[nH]c1=O	1.1%	i	0.2	i	43.2
Cc1ccccc1C(=O)OC1CCN(C)CC1	-0.7%	i	0.3	i	41.9
COc1cc(Br)c(-c2sc(Nc3ccccc3)n[n+]2-c2ccccc2)cc1OC	-0.1%	i	0.3	i	15.9
CSc1cc(-c2ccncc2)nc(-c2ccc(Cl)cc2)c1	1.8%	i	0.4	i	33.7
CC(C)(C)C(=O)N1c2ccccc2CCc2ccccc21	-0.3%	i	0.3	i	60.8
CC(C)OCCCNC(=O)[C@H]1N2C(=O)c3ccccc3C2SC1(C)C (some centres not stated)	-1.0%	i	0.4	i	33.3
Cc1ccc(Nc2nc(N)c3ccccc3n2)cc1C	-2.7%	i	1.0	i	43.6
NC(=S)c1cnn2c(-c3cccc(C(F)(F)F)c3)ccnc12	-0.2%	i	0.4	i	24.8
CC(C)Oc1ccccc1NC(=O)CSc1nc2ccccc2c(=O)n1C	-0.9%	i	1.1	i	51.4
CCOC(=O)C1=C(C)N(C)C(=O)NC1c1c(O)ccc2ccccc12 (configuration not stated)	-0.8%	i	1.2	i	52.4
COc1ccccc1OC(=O)Nc1ccc(Cl)cc1	-0.3%	i	0.6	i	34.7
COCCNC(=O)Cn1cnc2c(cnn2-c2ccc(C)cc2)c1=O	-1.3%	i	0.4	i	30.6
Cc1cc(-c2cc(C(=O)Nc3ccccc3)on2)nc(NCC2CC2)n1	-0.1%	i	2.8	i	27.8
O=c1c2ccccc2sc2ccc(NCCCN3CCOCC3)cc12	1.4%	+	5.0*	i	26.4
COc1ccccc1-n1c(-c2ccc(F)cc2)coc1=O	0.9%	i	0.2	i	22.9
Cc1cc(C)cc(OCc2nnc(SCC(=O)NC3CC3)n2C)c1	0.3%	i	0.3	i	12.7
CCC(C)NC(=O)CNC(=O)c1nn(-c2ccc(OC)cc2)c(=O)c2ccccc12 (configuration not stated)	0.3%	i	0.5	i	29.1
COc1cc(NC(=O)c2cc(-c3ccccc3)on2)cc(OC)c1OC	-0.5%	i	0.6	i	67.1

High-throughput results from PubChem.

This is a subset; the hit share may differ from the screen's.
